Dengue-2 NS5 capping – Dengue-2 NS5 methyltransferase inhibitors, primary screen, biochemical, confirmation dose response (AID 588689); Dengue-2 NS5 methyltransferase capping enzyme assay, biochemical; higher % means a stronger effect; inhibition, % at 25 µM; hits with a dose series show IC50 in µM; hit rate 0.3% among 340,000; in the data active means a potency from the dose series; inconclusive means inhibition above about 29% without an active follow-up result
Dengue-2 NS5 capping pilot replicate – also measured in Dengue-2 NS5 capping; calls as there; inhibition, %; measured here: pilot screen replicate inhibition
* hit, by the source's call; ? = inconclusive. Not all compounds are listed. The share of hits here may be higher or lower than overall.

SMILES	Dengue-2 NS5 capping	others
CCOc1ccc2nc(NC(=O)CSCC(=O)Nc3cc(C)on3)sc2c1	-1%
C#CCN(C[C@H]1[C@H](OC(=O)NC2CCCC2)[C@H](OC(=O)NC2CCCC2)C[C@H]2C(=O)N(c3ccccc3)C(=O)[C@@H]12)S(=O)(=O)c1ccc(C)cc1	-7%
Cc1cc(C2C(=O)NC(=O)C2=O)c(C)cc1Br (stereo not given)	6%
COCCCNC(=O)C[C@H]1C[C@H](C(=O)N2CCOCC2)[C@@]2(CCC3CCCC3)c3[nH]c4cc(CCC(=O)N(C)C)ccc4c3CCN2C1=O	-5%
Cc1cc(C(=O)COC(=O)c2cccc(O)c2)c(C)n1C1CC1	-10%
O=C(Nc1ccccc1N1CCOCC1)C1CCCO1 (stereo not given)	-4%
COc1ccc(N2CC(C(=O)NNC(=O)c3ccc(Br)cc3)CC2=O)c(OC)c1 (stereo not given)	3%
COc1ccc(CN(C)C(=O)c2cccc(S(=O)(=O)N3CCCc4ccccc43)c2)c(OC)c1OC	-5%
CCCCn1c(N)c(N(CC(C)C)C(=O)c2cccs2)c(=O)[nH]c1=O	-2%
O=C(COC(=O)COc1cccc(C(F)(F)F)c1)Nc1ccc(N2CCOCC2)cc1	-8%
CN1C[C@@H]2[C@@H]3C(=O)N(Cc4ccccc4)C(=O)[C@@H]3[C@](C)(C1=O)N2C(=O)c1ccc(Cl)cc1	-5%
CN(C)CCCn1c2c(c(SCC(=O)Nc3cccc4ccccc34)nc1=O)CCC2	-9%
CC1C(=O)N(Cc2cn(Cc3ccco3)nn2)CCS(=O)(=O)N1Cc1ccc(-c2cccc(CO)c2)cc1 (stereo not given)	-3%
Cc1csc(SCC(=O)Nc2ccc(C)c(F)c2)n1	-9%
O=C(c1n[nH]c(=O)c2ccccc12)N1CCN(S(=O)(=O)c2ccccc2Cl)CC1	-2%
CCCN(C(=O)CSCC(=O)Nc1ccc(OC)cc1)c1c(N)n(Cc2ccccc2)c(=O)[nH]c1=O	-1%
Cc1noc(C)c1CSCC(=O)OCc1nnc(-c2ccc([N+](=O)[O-])cc2)o1	-10%
Cc1ccc(NC(=O)CNc2ccccc2N2CCCC2=O)cc1S(=O)(=O)N1CCCCC1	7%
COc1ccc(C#Cc2ccc3c(c2)O[C@@H](CN(C)C(=O)Nc2cccc(OC)c2)[C@H](C)CN([C@@H](C)CO)S3(=O)=O)cc1	-9%
CC(C)(C)OC(=O)N(CCc1ccccc1)Cc1ccc(OCc2cccc(NC(=O)C3CC3)c2)cc1	-4%	Dengue-2 NS5 capping pilot replicate=-6.1
CC(C)CC(=O)Nc1ccc(C(=O)COC(=O)Cc2n[nH]c(=O)c3ccccc23)cc1	-1%
CCN1CCN(c2nc3c(c(=O)[nH]c(=O)n3C)n2Cc2cccc(C)c2)CC1	5%
COc1ccc(CN2C(=O)C(C)Nc3ncnc(N4CCOCC4)c32)cc1 (stereo not given)	-6%
O=C(Nc1ccc(Cl)cc1)c1nc[nH]c1C(=O)NCCN(CCNC(=O)c1[nH]cnc1C(=O)Nc1ccc(Cl)cc1)CCNC(=O)c1[nH]cnc1C(=O)Nc1ccc(Cl)cc1	-9%
CC(C)CN(C(=O)COC(=O)c1ccccn1)c1c(N)n(Cc2ccccc2)c(=O)[nH]c1=O	-9%
CN(CC(=O)Nc1ccccc1C(F)(F)F)C(=O)c1ccc2c(=O)n3c(nc2c1)CCC3	-9%
COc1ccc(C(C)=O)c(Oc2ccc(S(=O)(=O)N3CCOCC3)cn2)c1	1%
O=c1[nH][nH]c(-c2ccccc2)c1-c1ccccc1	0%
O=C(Oc1ccccc1)c1ccccc1	-19%
N#CC1(NC(=O)COC(=O)C2=COCCO2)CCCCC1	?

Arranged by number of heavy atoms (rising): 16 of the compounds above.
SMILES	Dengue-2 NS5 capping	others
O=C(Oc1ccccc1)c1ccccc1	-19%
O=c1[nH][nH]c(-c2ccccc2)c1-c1ccccc1	0%
Cc1csc(SCC(=O)Nc2ccc(C)c(F)c2)n1	-9%
N#CC1(NC(=O)COC(=O)C2=COCCO2)CCCCC1	?
CCCCn1c(N)c(N(CC(C)C)C(=O)c2cccs2)c(=O)[nH]c1=O	-2%
COc1ccc(CN2C(=O)C(C)Nc3ncnc(N4CCOCC4)c32)cc1 (stereo not given)	-6%
Cc1noc(C)c1CSCC(=O)OCc1nnc(-c2ccc([N+](=O)[O-])cc2)o1	-10%
O=C(c1n[nH]c(=O)c2ccccc12)N1CCN(S(=O)(=O)c2ccccc2Cl)CC1	-2%
CN(C)CCCn1c2c(c(SCC(=O)Nc3cccc4ccccc34)nc1=O)CCC2	-9%
CN(CC(=O)Nc1ccccc1C(F)(F)F)C(=O)c1ccc2c(=O)n3c(nc2c1)CCC3	-9%
CC(C)CN(C(=O)COC(=O)c1ccccn1)c1c(N)n(Cc2ccccc2)c(=O)[nH]c1=O	-9%
CCCN(C(=O)CSCC(=O)Nc1ccc(OC)cc1)c1c(N)n(Cc2ccccc2)c(=O)[nH]c1=O	-1%
CC(C)(C)OC(=O)N(CCc1ccccc1)Cc1ccc(OCc2cccc(NC(=O)C3CC3)c2)cc1	-4%	Dengue-2 NS5 capping pilot replicate=-6.1
CC1C(=O)N(Cc2cn(Cc3ccco3)nn2)CCS(=O)(=O)N1Cc1ccc(-c2cccc(CO)c2)cc1 (stereo not given)	-3%
COc1ccc(C#Cc2ccc3c(c2)O[C@@H](CN(C)C(=O)Nc2cccc(OC)c2)[C@H](C)CN([C@@H](C)CO)S3(=O)=O)cc1	-9%
O=C(Nc1ccc(Cl)cc1)c1nc[nH]c1C(=O)NCCN(CCNC(=O)c1[nH]cnc1C(=O)Nc1ccc(Cl)cc1)CCNC(=O)c1[nH]cnc1C(=O)Nc1ccc(Cl)cc1	-9%

The main list resumes, repeating the 2 entries before the break.
SMILES	Dengue-2 NS5 capping	others
O=C(Oc1ccccc1)c1ccccc1	-19%
N#CC1(NC(=O)COC(=O)C2=COCCO2)CCCCC1	?
COc1ccccc1NS(=O)(=O)c1ccc(C)c(C(=O)NCC2(N(C)C)CCCCC2)c1	-13%
CN1CCN(S(=O)(=O)c2cccc(C(=O)N(C)Cc3cccs3)c2)CC1	-7%
Cc1onc(-c2ccccc2)c1C(=O)NC(C)c1ccccc1 (stereo not given)	-12%
CCC1c2ccccc2C(=O)C1C(N)=O (stereo not given)	-3%
CN(C(=O)CSc1cccc[n+]1[O-])c1ccccc1	-3%
Cc1ccc(C(=O)NCC(=O)N2CCCC(C(F)(F)F)C2)s1 (stereo not given)	-4%
O=C(CN1C(=O)C2CC=CCC2C1=O)Nc1nnc(C2CC2)s1 (stereo not given)	-1%
O=C(CCc1nc2ccccc2c(=O)[nH]1)N1CCN(c2ccccc2Cl)CC1	-2%
C#CC(C)OCC1CNC(=S)O1 (stereo not given)	5%
CN1C(=O)CCS(=O)(=O)C1c1ccc(Cl)c(Cl)c1 (stereo not given)	3%
O=C(CSC1=NS(=O)(=O)c2cc(F)ccc2N1)Nc1ccc(F)cc1	3%
CC1([N+](=O)[O-])COC(C=Cc2ccccc2)OC1 (stereo not given)	-6%
CC(=O)Nc1ccc(NC(=O)C(C)Sc2nc3ccccc3c(=O)n2CC2CCCO2)cc1 (stereo not given)	0%
COc1ccc(S(=O)(=O)Nc2ccc3c(c2)C(=O)N([C@H](C)CO)C[C@H](C)[C@@H](CN(C)C(=O)Nc2ccccc2)O3)cc1	-4%
CCc1sc(C(=O)N(CCOC)c2c(N)n(Cc3ccccc3)c(=O)[nH]c2=O)cc1C	2%
CC1(C)CC2CC(C)(CN2C(=O)COC(=O)c2cncc(Br)c2)C1 (stereo not given)	-2%
COc1ccc(S(=O)(=O)N2CCN(Cc3cccc(F)c3)CC2)cc1	1%
CCOc1ccccc1-n1nnnc1SCC(=O)N(C)C1CCS(=O)(=O)C1 (stereo not given)	2%
COc1ccc(OC)c(C(=O)NC2CCCc3c2cnn3-c2cc(C)cc(C)c2)c1 (stereo not given)	-4%
COc1ccc(/C(N)=N/OC(=O)c2ccc3ccccc3c2)cc1OC	-4%
O=C(COc1ccccc1)NCC(=O)N1CCCC(C(F)(F)F)C1 (stereo not given)	-4%
C[C@@H]1CN([C@H](C)CO)C(=O)Cc2cc(NC(=O)Nc3ccccc3)ccc2O[C@@H]1CN(C)C(=O)Nc1ccc2c(c1)OCO2	-19%
CN(CC(=O)Nc1c(Cl)cccc1Cl)C(=O)c1ccc(NS(=O)(=O)c2ccc3[nH]c(=O)[nH]c3c2)cc1	-2%
CCCCOCCO	-6%
CC(C)C(=O)N[C@@H]1c2ccccc2CC[C@@H]1OCc1ccccc1	-4%	Dengue-2 NS5 capping pilot replicate=5.4
COc1ccc(C(CNC(=O)c2ccc(-c3ccccc3Cl)o2)N2CCCC2)cc1 (stereo not given)	1%
O=c1ccc(=O)n(CCc2ccccn2)[nH]1	4%
CCCNC(=O)N(C)C[C@@H]1Oc2cc(C#CC(C)(C)O)ccc2S(=O)(=O)N([C@H](C)CO)C[C@H]1C	-10%
Cc1cccc(OCC(=O)OCC(=O)Nc2sccc2C(N)=O)c1	2%
COc1ccc(CN2C(=O)C(CC(=O)NCc3cccs3)CC(C(=O)N(C(C)C)C(C)C)=C2C)cc1 (stereo not given)	-3%
COc1cc(NC(=O)c2c(-c3ccccc3Cl)noc2C)c2ncccc2c1	1%
C=C(NC(=O)C(=C)NC(=O)c1csc(C2=NC3c4csc(n4)C4NC(=O)c5csc(n5)C(C(C)(O)C(C)O)NC(=O)C5CSC(=N5)/C(=C/C)NC(=O)C(C(C)O)NC(=O)c5csc(n5)C3(CC2)NC(=O)C(C)NC(=O)C(=C)NC(=O)C(=C)NC(=O)C(C(C)C)NC2C=Cc3c(C(C)O)cc(nc3C2O)C(=O)OC4C)n1)C(N)=O (stereo not given)	-3%
Cc1ccc(-c2noc(CCC(=O)Nc3cccc(C(=O)NC4CC4)c3)n2)cc1	0%
COc1ccc(OC)c(-c2csc(NC(=O)COC(=O)C3CC3)n2)c1	4%
COc1ccc(N(C)S(=O)(=O)c2cccc(C(=O)NC3CCCC(C)C3C)c2)cc1 (stereo not given)	-1%
CC1CCN(C(=O)COC(=O)/C=C/c2ccc([N+](=O)[O-])cc2)CC1	-6%
O=C(COC(=O)c1ccc([N+](=O)[O-])o1)Nc1ccc2c(c1)OCO2	6%
COc1ccc(CNC(=O)COC(=O)[C@@H]2CCCN2C(=O)c2cccs2)cc1	4%
CC1CCN(c2ccc3c(c2)S(=O)(=O)c2cccc(C(=O)NCc4cccc(F)c4)c2C3=O)CC1	?
COc1ccc([C@H]2C[C@H](O)[C@@H](n3cc(COC(=O)c4ccccc4)nn3)CN2C(=O)C2CCCCC2)cc1	-3%
Cc1nc2c(C)cccn2c(=O)c1NC(=O)c1cccs1	-8%
Cc1cccc(NC(=O)CNC(=O)c2ccco2)n1	3%
COc1cc(OC)c2c(-c3cccc(-c4ccoc4)c3)cc(=O)oc2c1	2%	Dengue-2 NS5 capping pilot replicate=-1.5
CCOC(=O)C1=C(COC(=O)C(CC)c2ccccc2)NC(=O)NC1C (stereo not given)	-3%
CC(=O)Nc1ccc(NC(=O)c2ccnn2C)cc1	2%
OCC[C@H]1C[C@@H](O)[C@H](O)[C@]2(Cc3ccccc3O2)O1	-5%
CN(C)CC(C)(C)CNc1ccc(S(=O)(=O)N2CCCC2)cn1	6%
COCCn1ccc2c(OCC(=O)NCc3ccc(C)cc3)cccc2c1=O	1%
Oc1ccccc1CC=NC1CCCCC1	-9%
COc1ccccc1NC(=O)C(C)OC(=O)CSCC(=O)Nc1cc(C)on1 (stereo not given)	-2%
CNc1snc(C)c1C(=O)OC(C)C(=O)Nc1ccccc1 (stereo not given)	1%
O=C(Nc1ccc2c(c1)[C@@H]1C[C@@H](CC(=O)N3CCCCC3)O[C@@H](CO)[C@@H]1O2)NC1CCCCC1	-3%
Cc1ccc(S(=O)(=O)/N=C(/Nc2nc(C)cs2)c2ccccc2)cc1	0%
Cc1ccc(C)c(SCC(=O)Nc2ccc(C)c(S(=O)(=O)N3CCOCC3)c2)c1	1%
O=C(CN1C(=O)NC(c2ccccc2)(c2ccccc2)C1=O)N1CCCCC1	-5%
CC(=NNC(=O)CCC(=O)Nc1ccccc1Cl)c1ccco1	0%
COc1ccc(C(=O)OCC(=O)Nc2ccc3[nH]c(=O)[nH]c3c2)c(OC)c1OC	6%
C[C@@H]1C(c2cccc(Cl)c2)=NN(c2ccc(Br)cc2)[C@H]1C(=O)N1CCOC1=O	1%
Cc1cc(C(=O)Nc2cccc(S(=O)(=O)N3CCOCC3)c2)c2ccccc2n1	-3%
Cc1cc2ncn(S(=O)(=O)c3ccc(S(N)(=O)=O)cc3)c2cc1C	0%	Dengue-2 NS5 capping pilot replicate=-0.9
(list continues)
SMILES	Dengue-2 NS5 capping	others
C[C@@H](O)CC#Cc1ccc2oc(=O)c(-n3cc(-c4ccsc4)nn3)cc2c1	-1%
Cc1ccn2c(=O)nc(SCC(=O)NC3CCCC3)nc2c1	8%
CCN(CC)c1ccc(C(=C2C=CC(=[N+](CC)CC)C=C2)c2ccc(N(CC)CC)cc2)cc1	17%
COCCCNC(=O)c1cccc(S(=O)(=O)N2CC3(C)CC2CC(C)(C)C3)c1 (stereo not given)	4%
CCC(NC(=O)c1ccccc1NC(=O)C(C)(C)C)C(=O)N1CC(C)OC(C)C1 (stereo not given)	4%
CC(CCc1ccccc1)NC(=O)CCNC(=O)c1ccccc1Cl (stereo not given)	-14%
N#C[C@@H]1N(Cc2ccccc2)C(=O)[C@H]2CC3C=CC21O3 (stereo not given in full)	-4%
Cc1cccc(C(=O)OCC(=O)Nc2c(C)n(C)n(-c3ccccc3)c2=O)c1O	-4%
Cc1cccc(NC(=O)CN2CCN(C(=O)C3CCN(C(=O)/C=C/c4ccccc4)CC3)CC2)c1C	4%
O=C(CSc1ncccn1)Nc1cccc(S(=O)(=O)N2CCOCC2)c1	-2%
C#CCOCCOCCOCCNc1nc(N2CCN(C(=O)[C@H]([C@@H](C)CC)n3cc([C@@H](N)CO)nn3)CC2)nc(N2CCN(C(=O)[C@H](CCCCN)n3cc([C@@H](N)CO)nn3)CC2)n1	-6%
